Assay outcomes as filed in PubChem.
SRC1 inh: SRC1 coactivator transcriptional activity inhibitors, primary screen, cell-based, luminescence | HEK293 GAL4-SRC1 luciferase reporter | inhibition, % at 3.6 µM | hit rate 0.12% among 360,000 | AID 588354, 2011;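 active means inhibition above the campaign mean plus 3 SD, with each screening campaign given its own cutoff, cut at about 60% in these data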;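 further: 0% = DMSO treated cells and 100% = gossypol at 36 µM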
TRAIL sens C8: viability loss with TRAIL in NB7+C8 cells, primary screen, TRAIL sensitizer project, cell-based, ATPlite luminescence. inhibition (viability loss, TRAIL sensitization), % at 10 µM. hit rate 1% among 360,000. AID 624354, 2012;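 active means compounds causing at least 50% loss of cell viability in the single-dose screen, relative to plate controls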
NCOA3 inh: SRC3 coactivator transcriptional activity inhibitors, primary screen, cell-based, luminescence; HEK293 GAL4-SRC3 luciferase reporter; inhibition, % at 3.6 µM; hit rate 0.17% among 360,000; AID 588352, 2011;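 active means inhibition above a per-campaign cutoff, the mean of all compounds plus 3 SD, cut at about 60% in these data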;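 further: 0% = DMSO-treated cells and 100% = gossypol-treated cells at 36 µM; higher means less SRC3-driven luciferase light from the GAL4 reporter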
COUP-TFII inh: NR2F2 transcriptional activity inhibitors, primary screen, cell-based, luciferase reporter, HEK293T, luminescence | inhibition, % at 8.6 µM | hit rate 0.7% among 370,000 | HEK293T NGFI-A luciferase reporter | COUP transcription factor 2 (Homo sapiens), P24468;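 active means inhibition above a per-plate cutoff, mean inhibition of test wells between control levels plus 3 SD, cut at about 38% in these data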;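 further: cells cotransfected with COUP-TFII expression vector driving the NGFI-A reporter; 0% = median of COUP-TF2 test wells and 100% = reporter-only cells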
Target sequence (P24468 whole entry, looked up): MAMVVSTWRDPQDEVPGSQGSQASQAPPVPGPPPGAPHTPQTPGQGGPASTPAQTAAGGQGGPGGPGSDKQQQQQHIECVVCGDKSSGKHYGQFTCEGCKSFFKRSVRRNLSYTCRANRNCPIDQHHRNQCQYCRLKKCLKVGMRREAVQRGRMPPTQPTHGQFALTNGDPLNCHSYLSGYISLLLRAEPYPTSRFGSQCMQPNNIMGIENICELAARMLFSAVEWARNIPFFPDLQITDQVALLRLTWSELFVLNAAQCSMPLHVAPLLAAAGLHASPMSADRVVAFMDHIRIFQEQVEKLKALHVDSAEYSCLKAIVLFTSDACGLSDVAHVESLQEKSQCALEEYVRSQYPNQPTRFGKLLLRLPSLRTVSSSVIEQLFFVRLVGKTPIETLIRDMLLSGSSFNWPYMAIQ
LRH-1 inv ag: LRH-1 (NR5A2) inverse agonists, primary screen, cell-based, luminescence, HEK293T, StAR-luciferase reporter | Nuclear receptor subfamily 5 group A member 2 (Homo sapiens), O00482 | LRH-1 transfected, 24 h | inhibition, % at 3.6 µM | hit rate 0.13% among 360,000 | AID 602396, 2012;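 active means inhibition above the mean inhibition of all tested compounds plus 3 SD, cut at about 73% in these data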;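 further: 0% = DMSO wells and 100% = reporter-only cells lacking LRH-1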
Target sequence (O00482 whole entry, looked up): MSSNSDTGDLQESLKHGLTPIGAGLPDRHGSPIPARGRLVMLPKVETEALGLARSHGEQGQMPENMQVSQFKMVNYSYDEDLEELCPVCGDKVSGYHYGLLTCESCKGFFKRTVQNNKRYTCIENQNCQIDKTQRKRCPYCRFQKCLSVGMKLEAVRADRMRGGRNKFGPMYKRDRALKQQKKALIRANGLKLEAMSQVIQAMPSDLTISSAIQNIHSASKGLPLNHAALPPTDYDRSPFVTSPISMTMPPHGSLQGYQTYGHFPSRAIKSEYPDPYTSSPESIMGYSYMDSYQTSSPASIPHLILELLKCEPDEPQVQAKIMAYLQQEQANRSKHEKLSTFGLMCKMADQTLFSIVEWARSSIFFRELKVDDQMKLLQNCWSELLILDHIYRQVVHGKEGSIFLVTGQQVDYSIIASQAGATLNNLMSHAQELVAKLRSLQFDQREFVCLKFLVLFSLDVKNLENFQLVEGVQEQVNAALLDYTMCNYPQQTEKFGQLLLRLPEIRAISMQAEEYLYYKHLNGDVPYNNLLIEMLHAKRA
TROY signal inh: inhibitors of TROY-driven NF-kB signaling, primary screen, Q293 LMP1-TROYcd cells, NF-kB luciferase, uHTS; hit rate 0.98% among 360,000; Q293 LMP1-TROYcd NF-kB luciferase reporter, 4 h; AID 1347056, 2019; inhibition, % at 10 µM;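 active means compounds whose plate-normalised and pattern-corrected inhibition of the luciferase reporter signal at the single screening dose is 50% or more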
KKLEB tox: cytotoxicity in KKLEB CF airway cells, primary screen, cytotoxicity control for CF NF-kB inhibitor project, cell-based, uHTS, fluorescence assay plates; KKLEB CF airway cells viability, ATPlite luminescence, overnight; stronger effect = lower value; cells stimulated with P. aeruginosa culture filtrate; activity change (cytotoxicity), % at 5 µM; hit rate 0.36% among 360,000; AID 602141, 2011;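 active means corrected activity change at or below -50% at 5 µM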
LMP1 NFkB inh: EBV LMP1-driven NF-kappaB luciferase reporter inhibitors, primary screen, cell-based, luminescence, single point; LMP1-induced NF-kappaB luciferase reporter cells; inhibition, % at 12.5 µM; hit rate 0.69% among 350,000; in the data active means inhibition above about 41%;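 further: 0% = neutral control wells and 100% = reference inhibitor control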
Shn3 3UTR inh: reduction of Shn3 3'UTR firefly luciferase signal, primary screen, Schnurri-3 inhibitor project, cell-based, Clone20 osteoblasts, set 2 | Clone20 osteoblast Shn3 3'UTR firefly luciferase, 24 h | inhibition, % at 12.5 µM | hit rate 0.52% among 360,000;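 active means mean inhibition of at least 75% with every replicate also reaching 75%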;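 further: 0% = median of neutral control wells and 100% = pilot-screen positive control compound; some compounds past the cut are filed as inactive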
CF NFkB inh: inhibitors of PAF-induced NF-kB signaling, primary screen, cell-based, GFP fluorescence, uHTS | inhibition, % at 5 µM | KKLEB NF-kB-GFP reporter, GFP fluorescence overnight | hit rate 0.86% among 360,000 | AID 588850, 2011;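 active means at least 50% inhibition at 5 µM, scaled per plate between neutral and stimulator controls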;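 further: PAF is a Pseudomonas aeruginosa culture filtrate used as stimulus; plate controls were PAF-stimulated DMSO wells for no effect and unstimulated DMSO wells for full effect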
TWEAK-Fn14 inh: inhibitors of TWEAK-Fn14 signaling, primary screen, luciferase reporter cells, uHTS | AID 1159606, 2016 | TWEAK-stimulated Fn14 reporter cells, luciferase luminescence, 8 h | inhibition, % at 10 µM | hit rate 2% among 360,000; in the data active means inhibition above about 50%
Starred values were filed as active, the others as inactive; . = not tested or not shown. A portion of the library, so the mix of outcomes need not match the whole.

Every second line gives: CF NFkB inh	TROY signal inh	Shn3 3UTR inh	TWEAK-Fn14 inh	COUP-TFII inh	LRH-1 inv ag	KKLEB tox	LMP1 NFkB inh	NCOA3 inh	TRAIL sens C8	SRC1 inh
1: COC(=O)CCNC(=O)c1ccc2[nH]c(C)c(C)c2c1
    1	-12	-7	-4	4	-25	4	-4	12	5	4
2: CCc1cccc(C)c1NC(=S)N(CCCN1CCOCC1)Cc1cccnc1
    3	2	7	46	-1	1	0	8	25	1	7
3: CC(C)(C)OC(=O)C[C@@H]1C/C=C\C[C@H](CC(=O)N(CCO)Cc2ccccc2)C(=O)N[C@@H](Cc2c[nH]c3ccccc23)COC1=O
    -4	3	-28	3	-1	14	9	-5	-10	-14	1
4: CCOC(=O)c1c(NC(=O)C2CCCN(S(=O)(=O)c3ccc(C)cc3)C2)sc2c1CCCC2 (stereo unspecified)
    -2	-11	-2	14	-6	2	-5	7	-2	10	-7
5: CCNC(=O)C1(C)CCCN1C(=O)c1ccc(C#N)cc1 (stereo unspecified)
    26	-14	4	-10	-3	-21	-13	.	3	-7	-1
6: CCn1c(-c2csc(-c3ccccc3)n2)n[nH]c1=S
    1	-23	-16	-15	-19	-55	-5	-6	-33	-6	-26
7: CCCC1CC(C)(/C(C)=N\NC(N)=S)OC1=O (stereo unspecified)
    -12	5	11	14	-5	0	6	-3	3	-6	-30
8: CCN(CC)CCN(C(=O)c1ccc2c(c1)CCCC2)c1nc2cc(OC)c(OC)cc2s1
    20	-25	4	-10	.	2	-19	-18	14	8	-10
9: COc1cc(S(=O)(=O)n2ccnc2)ccc1Br
    -2	-7	-33	-6	-15	2	6	4	3	-9	-1
10: CC(C)c1nc(SCC(=O)N2CCCC2)c2ccccc2n1
    12	13	-22	-3	0	14	-12	19	3	10	24

Additional structures.
Every second line gives: CF NFkB inh	TROY signal inh	Shn3 3UTR inh	TWEAK-Fn14 inh	COUP-TFII inh	LRH-1 inv ag	KKLEB tox	LMP1 NFkB inh	NCOA3 inh	TRAIL sens C8	SRC1 inh
11: Cc1ccc(C2C(C#N)C(C#N)N3CCCN23)cc1 (stereo unspecified)
    -10	0	9	2	-6	12	1	-6	4	-6	-12
12: COc1cc2[nH]c(=S)nc(NC3CCCCCC3)c2cc1OC
    -59	10	29	-101	-11	-5	-3	2	15	5	-2
13: CCN(CC)S(=O)(=O)c1ccc2c(c1)nc(SCn1nnc3ccccc3c1=O)n2CC
    8	10	24	23	14	-22	-10	5	7	11	-2
14: COc1ccc([C@H]2CC(=O)C=C(c3ccc(NC(C)=O)cc3)C2)cc1OC
    12	-17	1	-33	-16	-29	-4	2	-18	2	-9
15: COc1ccc(CCNC(=O)CN2CCC(n3nnc4cc(F)ccc43)CC2)cc1OC
    10	2	7	-5	1	-24	8	-5	5	-3	-19
16: COc1ccccc1N1CCN(C(c2cccs2)C(C)NC(=O)C(=O)N2CCCCC2)CC1 (stereo unspecified)
    14	-10	0	-3	-10	23	5	8	9	8	-19
17: Cc1ccc(C2=NS(=O)(=O)N(C)C(C(=O)Nc3ccc(F)cc3F)=C2)cc1
    -15	-8	-13	-11	-27	2	18	2	-14	10	-21
18: O=C(/C=C/c1cccc(C(F)(F)F)c1)OCC(=O)N1CCN(c2ccccc2)CC1
    -2	-2	3	2	2	-15	14	4	3	0	0
19: CN(N)C(=S)NCc1ccccc1
    -29	-19	-11	-6	3	11	1	-5	3	-1	-9
20: O=C(Nc1ccc(S(=O)(=O)N2CCc3ccccc32)cc1)C(F)(F)F
    9	-4	6	14	4	-7	-4	4	-13	-18	-1

(next part)
Every second line gives: CF NFkB inh	TROY signal inh	Shn3 3UTR inh	TWEAK-Fn14 inh	COUP-TFII inh	LRH-1 inv ag	KKLEB tox	LMP1 NFkB inh	NCOA3 inh	TRAIL sens C8	SRC1 inh
21: CCOc1ccccc1OCc1nn2c(-c3ccc(C)cc3)nnc2s1
    16	-7	-2	-20	0	2	4	-4	12	-14	-7
22: O=c1nc(N/N=C/c2c[nH]c3ccccc23)cn[nH]1
    15	-37	-79	-10	-62	-110	9	-6	-81	7	-129
23: O=C(O)C1C2C=CC(C2)C1C(=O)NC1CCS(=O)(=O)C1 (stereo unspecified)
    -2	-6	-11	2	-7	8	-23	-2	-43	-7	-7
24: CCCCN1CC(=O)N2[C@H]3c4ccccc4OC[C@@H]3[C@H](c3ccccc3)[C@]2(C)C1=O
    4	5	-18	-13	3	14	6	8	9	-5	-20
25: Cc1ccc(-c2csc(-c3c[nH]c4ccccc34)n2)cc1
    -6	-23	-80	24	-30	-148	-14	-11	-71	-3	-63
26: COc1ccc(S(=O)(=O)Nc2cc(C)c(O)cc2C(C)C)cc1
    4	9	19	-1	3	-5	5	-2	-10	-15	-7
27: Cc1cc2sc(C(=O)O)c(C)c2s1
    -15	15	-6	-13	-1	7	3	6	13	-5	-6
28: O=C(c1cc(C2CCCCN2S(=O)(=O)Cc2ccccc2)on1)N1CCOCC1 (stereo unspecified)
    10	9	-10	-1	-8	9	-10	.	-6	-1	0
29: O=C(c1cc2ccccc2o1)N1CCN=C1SCc1cccc(F)c1
    13	2	-13	7	7	-11	-4	12	11	0	3
30: CCOC(=O)C1=C(C)NC(=S)NC1c1ccc(-c2cccc(Cl)c2C)o1 (stereo unspecified)
    21	-10	28	22	17	-6	-15	7	-1	6	-13

Part of the list above, set out differently:
no.	canonical_smiles	CF NFkB inh	TROY signal inh	Shn3 3UTR inh	TWEAK-Fn14 inh	COUP-TFII inh	LRH-1 inv ag	KKLEB tox	LMP1 NFkB inh	NCOA3 inh	TRAIL sens C8	SRC1 inh
17	Cc1ccc(C2=NS(=O)(=O)N(C)C(C(=O)Nc3ccc(F)cc3F)=C2)cc1	-15	-8	-13	-11	-27	2	18	2	-14	10	-21
18	O=C(/C=C/c1cccc(C(F)(F)F)c1)OCC(=O)N1CCN(c2ccccc2)CC1	-2	-2	3	2	2	-15	14	4	3	0	0
19	CN(N)C(=S)NCc1ccccc1	-29	-19	-11	-6	3	11	1	-5	3	-1	-9
20	O=C(Nc1ccc(S(=O)(=O)N2CCc3ccccc32)cc1)C(F)(F)F	9	-4	6	14	4	-7	-4	4	-13	-18	-1
21	CCOc1ccccc1OCc1nn2c(-c3ccc(C)cc3)nnc2s1	16	-7	-2	-20	0	2	4	-4	12	-14	-7
22	O=c1nc(N/N=C/c2c[nH]c3ccccc23)cn[nH]1	15	-37	-79	-10	-62	-110	9	-6	-81	7	-129
23	O=C(O)C1C2C=CC(C2)C1C(=O)NC1CCS(=O)(=O)C1 (stereo unspecified)	-2	-6	-11	2	-7	8	-23	-2	-43	-7	-7
24	CCCCN1CC(=O)N2[C@H]3c4ccccc4OC[C@@H]3[C@H](c3ccccc3)[C@]2(C)C1=O	4	5	-18	-13	3	14	6	8	9	-5	-20
25	Cc1ccc(-c2csc(-c3c[nH]c4ccccc34)n2)cc1	-6	-23	-80	24	-30	-148	-14	-11	-71	-3	-63
26	COc1ccc(S(=O)(=O)Nc2cc(C)c(O)cc2C(C)C)cc1	4	9	19	-1	3	-5	5	-2	-10	-15	-7
27	Cc1cc2sc(C(=O)O)c(C)c2s1	-15	15	-6	-13	-1	7	3	6	13	-5	-6

Other structures:
Every second line gives: CF NFkB inh	TROY signal inh	Shn3 3UTR inh	TWEAK-Fn14 inh	COUP-TFII inh	LRH-1 inv ag	KKLEB tox	LMP1 NFkB inh	NCOA3 inh	TRAIL sens C8	SRC1 inh
31: O=C(NC1CCOC1)c1ccc(OC2CCN(CCc3ccccc3)CC2)cc1 (stereo unspecified)
    -7	-1	15	-23	14	3	0	-4	9	-4	0
32: COCCN(C(=O)COC(=O)CC(C)c1ccccc1)c1c(N)n(Cc2ccccc2)c(=O)[nH]c1=O (stereo unspecified)
    1	-3	-2	-12	-20	2	4	-3	-3	4	5
33: COc1ccc(NC(=S)N2CCN(Cc3ccc(C)cc3)CC2)cc1
    -2	13	12	-3	-9	-4	-5	-3	5	2	-54
34: COc1cc2nc(NC(=O)c3ccc(Cl)cc3)sc(=O)c2cc1OC
    48	-11	-18	-35	-5	8	-36	5	0	28	-5
35: O=C1c2ccccc2-c2nc3ncnn3c(-c3ccccc3Cl)c21
    -57	13	-11	-11	8	32	-4	1	7	8	-2
36: COc1ccc(/C=N/NC(=O)CN(C)S(=O)(=O)c2ccc(NC(C)=O)cc2)cc1
    -11	16	56	7	4	-6	3	-2	11	18	6
37: CC(C)(C)NCc1cc(Cl)ccc1OCc1cccs1
    2	4	11	-11	-15	1	-3	12	15	9	-2
38: N#CCc1ccc(NS(=O)(=O)c2ccc(N3CCCC3=O)cc2)cc1
    -2	-5	-9	14	8	14	-7	1	11	-3	7
39: CCOC(=O)c1[nH]c(C)c(C(=O)Nc2cc(Cl)ccc2C)c1C
    9	-3	22	14	-57	-8	-12	4	14	-5	3
40: O=[N+]([O-])c1ccc(N2CCN(C(=S)c3cccc([N+](=O)[O-])c3)CC2)cc1
    8	-14	59	-30	-6	0	-20	-1	-10	0	-20

Next results
Every second line gives: CF NFkB inh	TROY signal inh	Shn3 3UTR inh	TWEAK-Fn14 inh	COUP-TFII inh	LRH-1 inv ag	KKLEB tox	LMP1 NFkB inh	NCOA3 inh	TRAIL sens C8	SRC1 inh
41: O=C(COc1ccc(/C=N/NC(=O)c2ccncc2)cc1)Nc1ccccc1
    -14	-3	-2	-5	-13	-9	4	-5	-31	-5	-24
42: CCOc1ccc(S(=O)(=O)N2CCOCC2)cc1NC(=O)CN1C(=O)NC(C)(c2ccccc2)C1=O (stereo unspecified)
    1	-16	2	-4	-14	-8	8	2	10	3	-11
43: COc1ccccc1CNC(=O)COC(=O)/C=C/c1ccc(OC(F)F)c(OC)c1
    12	6	3	-15	1	3	-4	0	17	-3	2
44: COc1cc(C(=O)NCC2CCCO2)ccc1OCc1c(C)noc1C (stereo unspecified)
    -15	3	-17	-20	4	12	1	-5	15	0	1
45: CN(CCc1ccccn1)S(=O)(=O)c1ccc(F)cc1
    -5	-25	11	-2	-14	8	10	12	10	-10	-11
46: O=C(CCN1C(=O)/C(=C/c2ccccc2)SC1=S)Nc1ccccn1
    -2	20	-4	-2	-1	-3	12	1	-12	-1	12
47: Cc1c(CNCCC2=CCCCC2)c(C(=O)O)c(C)n1Cc1ccccc1
    -14	-17	0	16	-31	9	0	-4	12	-4	-6
48: CN(C)S(=O)(=O)c1cccc(NC(=O)c2sccc2-c2ccccc2)c1
    -9	0	17	0	-11	25	13	-5	-4	-6	-7
49: COc1ccc(CC(=O)N/N=C(\C)c2cccnc2)cc1
    -13	-1	12	4	-14	7	15	7	2	4	-10
50: CCOC(=O)C1=C(C)N=C2c3ccccc3C(=O)C2C1c1ccc(C)cc1 (stereo unspecified)
    3	-23	-24	23	-3	-12	9	7	-1	4	6
